HTR2A ag: agonists of mouse serotonin 5-HT2A receptor (HTR2A); P35363; CHO-K1 mHTR2A beta-arrestin complementation, luminescence; percent of 30 µM serotonin response; activation, % at 7.6 µM; 360,000 tested, 0.66% active; AID 624169;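 active = activation above a run cutoff, the mean activation of all tested compounds plus 3 SD, cut at about 14% in these data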;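 note: 0% = plate median of compound wells and 100% = 30 µM serotonin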
Target sequence (P35363 whole entry, looked up): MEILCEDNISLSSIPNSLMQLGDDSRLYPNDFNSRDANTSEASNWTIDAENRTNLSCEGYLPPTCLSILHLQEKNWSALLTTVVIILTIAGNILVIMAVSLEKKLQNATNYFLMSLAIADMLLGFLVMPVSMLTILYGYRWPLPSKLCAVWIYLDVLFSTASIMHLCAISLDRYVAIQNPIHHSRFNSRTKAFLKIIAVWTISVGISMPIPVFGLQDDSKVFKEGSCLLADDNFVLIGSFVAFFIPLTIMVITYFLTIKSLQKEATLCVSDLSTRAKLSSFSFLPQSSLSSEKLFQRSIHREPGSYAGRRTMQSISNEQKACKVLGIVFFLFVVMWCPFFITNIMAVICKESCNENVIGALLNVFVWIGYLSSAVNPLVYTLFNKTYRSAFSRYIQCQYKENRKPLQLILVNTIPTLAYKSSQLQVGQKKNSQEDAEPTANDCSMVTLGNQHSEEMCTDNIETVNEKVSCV
Shn3 inh set2: Schnurri-3 reporter inhibition in Clone20 osteoblasts | AID 588674 | inhibition, % at 12.5 µM | Clone20 osteoblast Shn3 3'UTR firefly luciferase, 24 h | 360,000 tested, 0.52% active;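 active = mean inhibition of at least 75% with every replicate also reaching 75%; inconclusive = mean inhibition at least 75% but some replicate below; inactive = mean inhibition below 75%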;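 note: 0% = median of neutral control wells and 100% = pilot-screen positive control compound; some compounds past the cut are filed as inactive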
CaV13 FRET inh: Disruptors of the CACNA1D IQ motif to Ca2+-dependent inactivation inhibitor domain association, primary screening, Förster resonance energy transfer in intact living …. HEK cells, CFP/YFP FRET ICDI-IQ, plate reader, 10 min; percent FRET-ratio fall versus neutral wells. inhibition, % at 12.3 µM. 340,000 tested, 0.098% active;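 active = mean replicate inhibition of at least 30% and at least 1% of replicates passing that level; inconclusive = only one of the two criteria is met; inactive = neither criterion is met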;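 note: 0% = median of the neutral control wells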
Cardio protect: protects H9c2 cardiomyocytes from peroxide injury | AID 588492 | protection from H2O2 cell death, % at 20 µM | H2O2 injury protection, ATPLite, 2 h | 360,000 tested, 0.63% active;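 active = compounds giving at least 50% protection of heart cells from peroxide-induced death in the single-dose screen, raw or plate-pattern-corrected value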;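 note: 0% = DMSO wells with peroxide and 100% = DMSO wells without peroxide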
NR2E3 ag-1: agonists of human nuclear receptor NR2E3. Q9Y5X4. GST-NR2E3/biotin-RetCOR TR-FRET, 1536-well. inhibition of corepressor binding, % at 4.78 µM. 320,000 tested, 0.12% active. AID 2300;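 active = percent inhibition above the cutoff of mean plus 3 SD of all tested compounds, set per screening campaign, cut at about 20% in these data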;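 note: 0% = DMSO wells and 100% = biotin wells as full block of FRET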
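system = GST-tagged NR2E3 plus biotinylated RetCOR corepressor | input = 1.35 nM GST-NR2E3 | also added = 7 nM biotin-RetCOR | schedule = 5 h incubation at 4 °C | measured by = TR-FRET with europium anti-GST and streptavidin-D2, 340 nm excitation | read-out = percent loss of FRET ratio relative to control wells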
Peg3 prom inh: Peg3 promoter activity inhibition. HeLa PEG-Prom luciferase reporter, luminescence, overnight. inhibition, % at 20 µM. 360,000 tested, 1.7% active;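 active = inhibition of at least 50% at 20 µM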
TRPM1 prom inh: inhibitors of MITF-driven TRPM1 promoter in melanoma cells; inhibition, % at 12.5 µM; SK-MEL-5 TRPM1 promoter luciferase, 24 h; AID 488899; 330,000 tested, 0.83% active;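 active = mean inhibition across replicates of 60% or more, whatever share of single replicates reaches that level; inconclusive = some that reach 60%, reason not given; inactive = mean inhibition across replicates below 60%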; note: values of inactives mirror those of a sister screen read the other way
PDI inh: PDI (human) enzyme inhibition | 350,000 tested, 0.052% active | PDI insulin aggregation turbidity, A650, 90 min | P07237 | AID 588391 | inhibition, % at 10 µM;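 active = mean inhibition across replicates of 30% or more, whatever share of single replicates reach that level; inconclusive = mean inhibition below 30% while every single replicate reaches 30%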;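 note: absorbance from insulin aggregation driven by PDI reduction with DTT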
Target sequence (P07237 whole entry, looked up): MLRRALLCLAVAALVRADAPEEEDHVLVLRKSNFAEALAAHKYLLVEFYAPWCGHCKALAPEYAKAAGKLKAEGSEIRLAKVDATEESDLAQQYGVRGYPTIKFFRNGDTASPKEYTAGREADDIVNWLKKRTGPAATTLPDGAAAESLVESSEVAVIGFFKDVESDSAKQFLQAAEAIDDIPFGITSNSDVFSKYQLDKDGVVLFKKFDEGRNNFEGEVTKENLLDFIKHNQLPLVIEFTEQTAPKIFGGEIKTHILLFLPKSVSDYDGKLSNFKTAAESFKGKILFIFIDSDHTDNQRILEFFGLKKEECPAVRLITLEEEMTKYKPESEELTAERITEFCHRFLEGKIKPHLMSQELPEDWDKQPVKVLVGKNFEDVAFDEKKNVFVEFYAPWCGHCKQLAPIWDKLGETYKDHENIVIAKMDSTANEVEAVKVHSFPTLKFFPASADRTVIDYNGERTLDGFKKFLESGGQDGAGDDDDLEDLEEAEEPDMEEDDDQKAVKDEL
HIF-2a block: inhibitors of HIF-2a. 786-0 RCC cells HIF-2a reporter, luciferase luminescence, overnight. inhibition, % at 18.8 µM. 360,000 tested, 0.72% active;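 active = inhibition of the luminescence signal of 40% or more relative to plate controls, in a single-dose primary screen at 18.75 µM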
hiPSC survival: increases survival of single human iPS cells | 360,000 tested, 0.044% active | survival enhancement, % at 20 µM | hiPSC single-cell survival, ATPlite luminescence; 100% = ROCK inhibitor wells, 0% = DMSO; in the data active = survival enhancement above about 18%;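 note: cells exposed to compounds for 16 hours before the ATP read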
NR2E3 ag-2: human photoreceptor-specific nuclear receptor agonism; CHO-S Gal4-NCOR/VP16-NR2E3 two-hybrid, luciferase; Q9Y5X4; 360,000 tested, 0.35% active; AID 602229; inhibition of corepressor binding, % at 3.98 µM;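 active = inhibition above the mean of all tested compounds plus 3 SD, cut at about 70% in these data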;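 note: 0% = DMSO with NR2E3 transfected cells and 100% = cells lacking NR2E3 construct; higher means lower luciferase signal from less NR2E3 corepressor binding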
* = called active by the depositor; ? = inconclusive; / = not tested or not shown.

item	Molecule	HTR2A ag	Shn3 inh set2	CaV13 FRET inh	Cardio protect	NR2E3 ag-1	Peg3 prom inh
1	O=S1(=O)CCN2C=C(Cl)C=C(Cl)C2=N1	-3	12	1	-3	0	-4
2	CCCCCn1c(CN2CC(C)OC(C)C2)nc2c1c(=O)n(C)c(=O)n2C (stereo not drawn)	9	-8	-5	3	5	7
3	Nn1c(SCC(=O)Nc2ccc(F)cc2F)nnc1-c1cccnc1	-2	2	-5	4	1	-99
4	Cn1[nH]c(=O)c2ccccc2c1=O	1	-4	-8	6	4	-13
5	O=C(Cc1cccs1)N/N=C\c1ccc([N+](=O)[O-])s1	-4	14	-5	-12	-2	-37
6	CCC(C)Cn1c(O)cc2nn(-c3nc4ccccc4s3)c(=O)c-2c1C (stereo not drawn)	8	71	-13	4	6	97*
7	O=C(NCC1(c2ccccc2)CCCC1)C1(c2ccccc2)CCCC1	-2	2	-5	-16	0	41
8	C=CC[C@H]1Cc2c(cccc2[N+](=O)[O-])[C@H](CC=C)N1	4	-6	-11	6	2	3
9	COc1ccc(OCC(=O)Nc2ccccc2C(=O)N2CCCC2)cc1	-4	-17	-4	13	-1	6
10	CC1CCCN(C(=O)c2ccc(NC(=O)CC3SC(N4CCCC4)=NC3=O)cc2)C1 (stereo not drawn)	3	13	-6	2	1	-9
11	C=CCOC(=O)Nc1snnc1C	-3	2	/	8	0	3
12	CC(=O)N1CCN(S(=O)(=O)c2ccc3c(c2)OCCO3)CC1	-2	14	-19	3	4	-13

item	TRPM1 prom inh	PDI inh	HIF-2a block	hiPSC survival	NR2E3 ag-2
1	12	9	10	-0.2	4
2	-5	/	18	3.3	-20
3	-42	3	-147	-0.5	-44
4	6	4	5	2.9	-34
5	52	-2	-62	1.4	-1
6	89*	1	81*	-0.3	24
7	10	6	19	1.9	-9
8	-11	5	14	-0.8	-30
9	6	6	6	1.2	9
10	1	-1	1	0.1	12
11	1	-2	15	1.0	-11
12	-2	4	9	-1.5	9

Next records.
item	Molecule	HTR2A ag	Shn3 inh set2	CaV13 FRET inh	Cardio protect	NR2E3 ag-1	Peg3 prom inh
13	O=C1CC(c2ccccc2)N1c1ccccc1 (stereo not drawn)	5	-4	/	-1	6	12
14	C[C@H](C(=O)NCc1ccccc1)C(=O)c1ccccc1	6	8	/	0	4	6
15	CCOc1ccc(C(=O)NCC(c2cccs2)N2CCOCC2)cc1 (stereo not drawn)	-2	-6	-1	4	/	-3
16	CC(CSc1nnnn1-c1ccccc1)Cn1c(N2CCCC2)nc2c1c(=O)[nH]c(=O)n2C (stereo not drawn)	1	15	-3	5	-1	13
17	CC(O)(c1cccnc1)c1nc(-c2ccc(F)c(Cl)c2)cs1 (stereo not drawn)	-5	-3	-5	-8	/	6
18	CSC1=NCCN1S(=O)(=O)c1ccccc1	7	-1	-1	3	1	7
19	CC(C)NC(=O)c1ccc(N(Cc2ccc(Cl)cc2)S(C)(=O)=O)cc1	0	9	-11	-2	0	2
20	CC(=O)N(Cc1ccccc1)c1ncc2c(n1)c(=O)c(C#N)c1ccccn12	6	-11	-13	-5	5	2
21	Cc1ccc(/C=N/NC(=O)c2ccccn2)s1	-3	-24	-5	-5	-1	-85
22	COc1ccc(S(=O)(=O)N(C)C[C@H]2Oc3c(NC(=O)Nc4ccccc4)cccc3C(=O)N([C@H](C)CO)C[C@@H]2C)cc1	-5	15	-6	22	/	12
23	CC(=O)Nc1ccc(S(=O)(=O)Oc2ccc(/C=N/NC(=O)c3ccc(Cl)cc3)cc2)cc1	-3	23	-5	27	-2	20
24	CC(CC(=O)N(CCC1=CCCCC1)c1c(N)n(Cc2ccccc2)c(=O)[nH]c1=O)c1ccccc1 (stereo not drawn)	6	19	-5	25	0	87*

item	TRPM1 prom inh	PDI inh	HIF-2a block	hiPSC survival	NR2E3 ag-2
13	5	-10	12	-2.2	5
14	2	6	10	1.1	-5
15	2	-1	4	0.2	-24
16	-10	-20	19	2.7	1
17	/	-8	-13	-1.5	53
18	7	10	12	-0.7	-7
19	3	9	17	0.4	-19
20	7	24	-9	0.5	-12
21	-40	-5	-65	-1.6	-123
22	5	-3	-9	1.6	-36
23	4	0	16	1.1	8
24	?	7	-6	-0.4	17

A stretch taken from the entries so far, for reference:
item	Molecule	HTR2A ag	Shn3 inh set2	CaV13 FRET inh	Cardio protect	NR2E3 ag-1	Peg3 prom inh
17	CC(O)(c1cccnc1)c1nc(-c2ccc(F)c(Cl)c2)cs1 (stereo not drawn)	-5	-3	-5	-8	/	6
18	CSC1=NCCN1S(=O)(=O)c1ccccc1	7	-1	-1	3	1	7
19	CC(C)NC(=O)c1ccc(N(Cc2ccc(Cl)cc2)S(C)(=O)=O)cc1	0	9	-11	-2	0	2
20	CC(=O)N(Cc1ccccc1)c1ncc2c(n1)c(=O)c(C#N)c1ccccn12	6	-11	-13	-5	5	2
21	Cc1ccc(/C=N/NC(=O)c2ccccn2)s1	-3	-24	-5	-5	-1	-85
22	COc1ccc(S(=O)(=O)N(C)C[C@H]2Oc3c(NC(=O)Nc4ccccc4)cccc3C(=O)N([C@H](C)CO)C[C@@H]2C)cc1	-5	15	-6	22	/	12
23	CC(=O)Nc1ccc(S(=O)(=O)Oc2ccc(/C=N/NC(=O)c3ccc(Cl)cc3)cc2)cc1	-3	23	-5	27	-2	20
24	CC(CC(=O)N(CCC1=CCCCC1)c1c(N)n(Cc2ccccc2)c(=O)[nH]c1=O)c1ccccc1 (stereo not drawn)	6	19	-5	25	0	87*

item	TRPM1 prom inh	PDI inh	HIF-2a block	hiPSC survival	NR2E3 ag-2
17	/	-8	-13	-1.5	53
18	7	10	12	-0.7	-7
19	3	9	17	0.4	-19
20	7	24	-9	0.5	-12
21	-40	-5	-65	-1.6	-123
22	5	-3	-9	1.6	-36
23	4	0	16	1.1	8
24	?	7	-6	-0.4	17

Other records:
item	Molecule	HTR2A ag	Shn3 inh set2	CaV13 FRET inh	Cardio protect	NR2E3 ag-1	Peg3 prom inh
25	CC(C)(C)NC(=O)CN(C(=O)C1CSC(=O)C1)c1ccc2c(c1)OCCO2 (stereo not drawn)	1	3	-8	4	2	3
26	CCN(CC)CCSc1nc2ccccc2n1Cc1ccccc1	-6	6	-2	-3	-2	5
27	O=C(Nc1cc(Cl)ccc1N1CCOCC1)c1cnccn1	-2	20	-4	1	2	-10
28	Cn1c(SCC(=O)Nc2cc(C(C)(C)C)nn2-c2ccccc2)nc2ccccc21	0	42	-6	-8	-1	21
29	CC(Oc1cc2oc(=O)c3c(c2cc1Cl)CCC3)C(=O)NCc1ccccn1 (stereo not drawn)	-1	14	-3	-1	5	-2
30	S=c1[nH]nc(-c2ccc(Cl)cc2)n1Cc1ccccc1	0	3	-8	-2	3	15
31	O=C(O)C1CSC(c2ccc3c(c2)OCO3)N1 (stereo not drawn)	16*	-11	3	11	-1	-90
32	Cc1ccc(-c2cn(-c3ccccc3)c(SCC(N)=O)n2)cc1C	-5	-6	-6	-2	0	-233
33	CC(SC(C)C(=O)NN=Cc1cccc(F)c1)C(=O)NN=Cc1cccc(F)c1 (stereo not drawn)	3	-3	-7	1	/	11
34	Cc1ccc2nc(N3CCN(C(=O)CCCC(=O)O)CC3)nc(-c3ccccc3)c2c1	-9	12	-6	3	1	11
35	CN(C)c1cccc(C(=O)N/N=C/c2ccsc2)c1	-3	-77	-3	-25	-3	-196
36	O=C(NC1CCCC1)C1CCCN1S(=O)(=O)c1cccc2cccnc12 (stereo not drawn)	22*	7	-1	4	-3	-4

item	TRPM1 prom inh	PDI inh	HIF-2a block	hiPSC survival	NR2E3 ag-2
25	-5	-7	-27	-1.4	-9
26	-7	-2	5	-0.7	-38
27	-16	-2	1	-1.4	13
28	-8	-1	17	-0.6	-8
29	-10	3	4	-0.6	-3
30	3	-5	-6	0.4	-8
31	-35	-1	-74	0.2	-48
32	-34	16	-136	1.5	-62
33	6	3	9	-2.3	14
34	2	4	19	-0.2	-10
35	-36	-15	-163	-0.3	-95
36	-3	-7	5	-1.2	6

(list continues)
item	Molecule	HTR2A ag	Shn3 inh set2	CaV13 FRET inh	Cardio protect	NR2E3 ag-1	Peg3 prom inh
37	COc1ccc(C(=O)COC(=O)C2COc3ccccc3O2)cc1F (stereo not drawn)	1	3	-2	2	/	0
38	C(=C\c1ccccc1)/CN1CCN(C(c2nnnn2C2CCCCC2)C2CC2)CC1 (stereo not drawn)	4	13	/	-3	/	7
39	CN(C)c1ccc2nc3c(=O)[nH]c(=O)nc-3n(CC(O)C(O)C(O)CO)c2c1 (stereo not drawn)	-4	10	-28	10	-9	20
40	CN(C)S(=O)(=O)N1CCC(CO)(CCc2ccccc2)CC1	-5	19	-4	-1	2	16
41	O=C(O)CCCCC1CCSS1 (stereo not drawn)	4	-13	-5	-15	6	-11
42	Nc1c(C(=O)OCC2CCCO2)c2nc3ccccc3nc2n1C1CCCCC1 (stereo not drawn)	0	22	-7	-5	0	17
43	CCN(CC)c1ccc(S(=O)(=O)Nc2cc(Cl)ccc2Cl)cc1NC(=S)NC(=O)C1CCCC1	2	4	/	-14	3	26
44	CC1(C(=O)Nc2cccc3c2CCCC3)CCN1C(=O)Cc1ccccc1Cl (stereo not drawn)	0	1	-7	-3	/	41
45	CC(=O)c1ccc(NC(=O)C2C3C=CC(O3)C2C(=O)O)cc1 (stereo not drawn)	-1	2	-4	-2	-4	-7
46	O=c1c2ccccc2c(/C=N/c2nnc(Cc3ccccc3)s2)c(O)n1-c1ccc(Cl)cn1	3	2	-3	-12	-1	8
47	CC(C)c1ccc(COc2ccc(C(=O)N3CCOCC3)cc2)cc1	-5	31	9	-12	3	-43
48	CCOc1ccc(N(C)S(=O)(=O)c2ccc(C)c(C(=O)NCc3ccccc3OC)c2)cc1	-3	9	-5	-6	2	31
49	Cc1nc(N2CCc3ccccc3C2)[nH]c(=O)c1CCC(C)C	-3	-5	-7	-4	3	-40
50	COCC(C)N=C1NN=C(c2c[nH]c3ccccc23)CS1 (stereo not drawn)	-5	-35	-6	1	-2	-114

item	TRPM1 prom inh	PDI inh	HIF-2a block	hiPSC survival	NR2E3 ag-2
37	3	-6	2	-0.4	-6
38	/	/	-17	-2.9	10
39	0	-3	20	-0.3	0
40	8	1	7	0.5	-6
41	-3	3	12	1.5	-9
42	15	-11	12	-1.1	-32
43	0	12	13	1.4	55
44	/	1	23	4.2	22
45	-5	8	-18	0.3	-36
46	-2	-1	-9	-0.4	-2
47	-8	-4	-62	-2.1	25
48	14	4	11	0.1	-36
49	-43	0	-163	2.3	-16
50	-11	2	-123	-1.0	-38

Screens (PubChem)
